A549 viability = kills or reduces viability of A549 cells in Nrf2 counter-screen | A549 ARE-Fluc cells, CellTiter-Fluor viability, 18-24 h | Potency, µM (titrated, usually from 46 µM), without a hit: top-dose activity change, negative = cytotoxicity, actives largely listed as inhibitors | actives 0.16% (n = 390,000); note: potency is the fitted concentration of half-maximal effect; % is set by controls: 0 for no effect and ±100 for the full control effect
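A549 ARE_Fluc cells in 5% FBS OPTI-MEM were exposed to compounds in concentration-response for 18-24 h at 37 deg C. Viability was read by CellTiter-Fluor fluorescence (Ex 405/Em 525) after 30 min, before the luciferase read.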
Nrf2 activator = activates Nrf2 signaling. AREc32 ARE-luciferase reporter (MCF7-derived line), luminescence, 24 h. Potency, µM (top dose mostly 46.1 µM), for inactives: at the top dose activation, most hits filed as activators. actives 0.31% (n = 410,000). AID 624171; note: potency is the fitted concentration of half-maximal effect; % of control where 0% means no effect; nearly all actives have a fitted effect of over 65% in size
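AREc32_Fluc, 1000 cells/well, OPTI-MEM + 5% FBS, o/n 37 deg C 5% CO2; 23 nL cpd by pin tool, 24 hr; Steady-Glo 30 min RT, luminescence.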
Akt phos inh = blocks phosphorylation of Akt. Neuro2A IGF-stimulated pAkt S473 HTRF, 20 min; active compounds read low. activity change, % for hits at 50 µM. actives 0.32% (n = 360,000). AID 651550; in the data active = activity change below about -80%; inconclusive = mostly about -51% to -80%; note: % is set by controls: 0 for no effect and ±100 for the full control effect
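Neuro2A cells in DMEM with 0.5% FBS, overnight at 37 deg C, given compound at single 50 µM final, then IGF (6 nM final) for 20 min at 37 deg C. Lysed; phospho-Akt Ser473 by HTRF after 24 h, 665/615 ratio.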
TGFb SMAD3 inh = blocks TGF-b signaling. Potency, µM (titrated, usually from 46.1 µM), for inactives: at the highest dose activity, negative = inhibition, usual class: inhibitors. HepG2 CAGA-GFP TGF-b/SMAD3 reporter, GFP fluorescence, 18 h; TGF-beta stimulated, 500 pg/mL final. AID 588855. actives 1.2% (n = 410,000); note: potency is the fitted concentration of half-maximal effect; % is set by controls: 0 for no effect and ±100 for the full control effect; nearly all actives have a fitted effect of over 65% in size
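Using HEPG2 CAGA-GFP reporter cells at 1000 cells/well, we pinned test compounds, stimulated with recombinant TGF-beta (500 pg/mL final) and measured total well GFP after 18 h.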
Mm-Cpn inhibitor = inhibitors of Methanococcus maripaludis chaperonin (MmCpn). Potency, µM (doses to about 76.9 µM), for inactives: at the highest dose activity, negative = inhibition, most hits filed as inhibitors. actives 0.031% (n = 330,000). purified Mm-Cpn ATPase, ADP Transcreener TR-FRET; note: potency is the fitted concentration of half-maximal effect; % is set by controls: 0 for no effect and ±100 for the full control effect; nearly all actives have a fitted effect of over 80% in size
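ATP (10 uM final) was added to archaeal chaperonin (25 nM final) after 10 min exposure to test compound at 37°C; after 30 min further incubation, ADP was detected by competitive TR-FRET.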
HepG2 viability = kills HepG2 cells in TGF-b inhibitor counter-screen | HepG2 CAGA-GFP viability, ATP luminescence, 18 h | Potency, µM (doses to about 46.1 µM), without a hit: top-dose activity change, negative = cytotoxicity, usual class: cytotoxic | actives 0.76% (n = 410,000) | AID 588856; note: potency is the fitted concentration of half-maximal effect; some results filed as inactive show a strong effect at the top dose
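HepG2 CAGA-GFP cells (1000/well, DMEM with 1% FBS) received compound, then TGF-beta at 500 pg/mL final, and were incubated 18 hours at 37 degrees C. Viability was read by CellTiter-Glo luminescence. Media-only wells were set as complete cell-killing and DMSO as no toxicity.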
CCT modulator = modulators of cytosolic chaperonin (CCT/TRiC) activity; activity change, % (test concentration not listed), hits read low; purified chaperonin ATPase assay, HTRF ADP detection, 30 min; actives 0.3% (n = 360,000); AID 651819; in the data active = activity change below about -30%; note: % is set by controls: 0 for no effect and ±100 for the full control effect
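Nucleotide hydrolysis assay: TRiC at 20–40 nM final (set by batch activity) with 10 uM ATP, 30 min at 37 °C, in presence of 76 uM compound. Detection by competitive ADP HTRF, 30 min ambient.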
Abeta yeast res = A-beta toxicity reversal in yeast | yeast expressing A-beta42, growth rescue, OD600, 48 h; response scale: 0% DMSO, 100% iron-clioquinol control | Potency, µM (top dose mostly 46.1 µM), without a hit: at the top dose growth rescue, usual class: activators | actives 0.063% (n = 410,000) | AID 1347071; note: potency is the fitted concentration of half-maximal effect; nearly all actives have a fitted effect of over 55% in size
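Growth rescue measured by 600 nm absorbance after 48 h yeast culture at 30 C with compound. Values normalized between DMSO and an equimolar ferric chloride plus clioquinol control.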
Nrf2 inh = inhibitors of Nrf2 signaling; A549 ARE-Fluc reporter, luciferase luminescence, 18-24 h; Potency, µM (titrated, usually from 46 µM), inactives show at the top dose activity change, negative = inhibition, usual class: inhibitors; actives 2.1% (n = 360,000); note: potency is the fitted concentration of half-maximal effect; % is set by controls: 0 for no effect and ±100 for the full control effect; nearly all actives have a fitted effect of over 60% in size
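Nrf2 activity is the BugLite luminescence, read 15 min after reagent at room temperature, following CellTiter-Fluor cytotoxicity readout (30 min, 37C). Compound titrations were applied for 18-24 h to 5000 A549 ARE_Fluc cells/well in 5% FBS OPTI-MEM.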
The depositor's hits bear a star; i = inactive; ? = inconclusive; nt = no result given; [ ] = dose if it differs, or a comment. Unless noted, calls come from the whole dose curve; as a rule, active = well fitted curve in the direction sought with a large enough effect; inconclusive = small, poorly fitted or top-dose-only effect, or another doubt; inactive = no such curve, though single readings can be large; an effect the other way counts as inactive or inconclusive.

Each structure is followed by: TGFb SMAD3 inh, Nrf2 activator, Abeta yeast res, CCT modulator, HepG2 viability, Mm-Cpn inhibitor, Nrf2 inh, Akt phos inh, A549 viability
CN(C)/N=C/c1c(O)ccc2ccccc12
→ 11%, 6.1%, -2%, -2.1, -1%, -2%, -11%, i, -3%
OC[C@@H]1CN(Cc2ccc(-c3ccccc3)cc2)C[C@H](n2cnc3c(NC4CC4)ncnc32)O1
→ -5%, 0.7%, -6%, -0.8, -26%, nt, nt, i, nt
COc1ccc(N2C(=O)CCC(C(=O)O)C2c2ccc(F)cc2)cc1 (centres undefined)
→ -8%, 0.0%, 18%, 0.6, -11%, -3%, 10%, i, 4%
COc1cc(N=Nc2ccc(Br)cc2)cc(C=O)c1O
→ -17%, 8.2%, -12%, -2.3, -8%, nt, nt, i, nt
COc1ccc(Nc2nc(-c3ccccc3)nc3ccccc23)cc1S(=O)(=O)N1CCOCC1
→ ?, -2.5%, -14%, -0.3, -33%, -16%, ?, i, -18%
O=C(c1cccnc1)N1CCN(C(=O)c2ccco2)CC1
→ 6%, -0.7%, -1%, 3.0, -18%, 0%, -5%, i, -2%
CCN(C(=O)CN1CCN(c2cccc(Cl)c2)CC1)c1c(N)n(Cc2ccccc2)c(=O)[nH]c1=O
→ -4%, 0.2%, 3%, -1.3, 6%, 0%, -4%, i, 3%
Cc1[nH]c(C)c(S(=O)(=O)NCCc2ccccc2)c1C(=O)N1CCCC1
→ 24%, -0.7%, -15%, 0.9, 16%, 1%, -5%, i, 2%
O=C(CNC(=O)c1ccc(Br)o1)OCc1ccc(Br)cc1
→ 1%, 0.0%, -8%, -3.9, -15%, 1%, -10%, i, 9%
C=CCN(c1ccc(Cl)cc1)S(=O)(=O)c1cccc(C(=O)O)c1
→ -9%, -0.1%, 21%, 0.2, -1%, -4%, 0%, i, 4%
Cc1cc(C)n(C(=O)c2cc([N+](=O)[O-])cc([N+](=O)[O-])c2)n1
→ -13%, -0.5%, -1%, -2.6, -3%, 1%, 12%, i, 11%
COc1ccccc1OCCn1c(=O)sc2ccccc21
→ 33%[activator], -0.4%, -4%, -1.1, -8%, -2%, -16%, i, 0%
CCOC(=O)Cc1csc(SCn2nnc3ccccc3c2=O)n1
→ 0%, -0.2%, -24%, 1.9, -7%, 2%, 3%, i, -2%
CCc1ccc([C@@H]2CC=C(C(=O)O)[C@H](c3ccc(Br)cc3)N2S(=O)(=O)c2ccc(C)cc2)cc1
→ -3%, -0.5%, 5%, -5.6, 4%, -2%, ?, i, 0%
CN1CCN(C(=S)NC(CC(=O)c2ccccc2)c2ccccc2)CC1 (centres undefined)
→ -7%, 0.6%, 8%, 1.5, -149%, 1%, 19%, i, -1%
CCOc1ccc(Nc2c(S(=O)(=O)c3ccccc3)cnc3ccc(F)cc23)cc1
→ ?, 1.7%, -8%, nt, -23%, nt, -91%, nt, -14%
Cc1ccccc1N=C1NC(=O)C(CO)(CO)S1
→ -12%, -0.4%, 3%, -2.2, -18%, -3%, -8%, i, -4%
O=C(O)c1sccc1Oc1ccc(NS(=O)(=O)c2ccc(Cl)cc2)cc1
→ -13%, -0.6%, 1%, -1.0, -2%, 3%, 1%, i, 1%
Cc1ccc(OCCNC(=O)/C=C/c2ccccc2)cc1
→ 12%, -1.1%, 17%, -5.2, 3%, 1%, -5%, i, -2%
O=C(C1CCC(CNc2c(N3CCOCC3)c(=O)c2=O)CC1)N1CCN(c2ccccc2)CC1 (centres undefined)
→ -36%, -0.3%, 4%, -3.1, 12%, -2%, 12%, i, 0%

Quoted from the entries so far (2 entries):
Each structure is followed by: TGFb SMAD3 inh, Nrf2 activator, Abeta yeast res, CCT modulator, HepG2 viability, Mm-Cpn inhibitor, Nrf2 inh, Akt phos inh, A549 viability
CN(C)/N=C/c1c(O)ccc2ccccc12
→ 11%, 6.1%, -2%, -2.1, -1%, -2%, -11%, i, -3%
OC[C@@H]1CN(Cc2ccc(-c3ccccc3)cc2)C[C@H](n2cnc3c(NC4CC4)ncnc32)O1
→ -5%, 0.7%, -6%, -0.8, -26%, nt, nt, i, nt

Next part:
Each structure is followed by: TGFb SMAD3 inh, Nrf2 activator, Abeta yeast res, CCT modulator, HepG2 viability, Mm-Cpn inhibitor, Nrf2 inh, Akt phos inh, A549 viability
CCOc1cc(-c2nc(-c3ccc(OC)cc3)no2)cc(OCC)c1OCC
→ -7%, -0.6%, -3%, 0.6, -1%, 0%, 9%, i, -5%
Cc1cccc([N+](=O)[O-])c1NC(=O)COC(=O)C1CC2CCCC(C1)C2=O (centres undefined)
→ 2%, -0.1%, -3%, -2.3, 7%, 0%, 4%, i, 8%
CC1(C)C(Cl)C(=O)C(C(=O)c2ccccc2)C(=O)C1Cl (centres undefined)
→ 8%, -0.2%, 7%, 0.3, 1%, -8%, -19%, i, -3%
Cc1ccccc1NC(=O)Nc1nc(C(N)Cc2ccccc2)cs1 (centres undefined)
→ ?, -0.6%, 10%, -2.0, -89%, nt, nt, i, nt
CCOc1ccc(C(=O)Nc2ccc3oc(-c4ccc5ccccc5c4)nc3c2)cc1
→ -2%, 0.5%, -5%, nt, -11%, nt, 14%, nt, 0%
CC1CN(C2CC(C)(C)NC(C)(C)C2)CCC1=O (centres undefined)
→ -21%, -0.6%, 6%, 0.6, 1%, -1%, 5%, i, -2%
CCCCN1C(=O)C(=O)N(CC(=O)Nc2cc(Cl)ccc2OC)C1=O
→ 3%, -0.5%, 11%, -0.1, -14%, 0%, 6%, i, 3%
CCOc1ccc(NC(=O)C2CC(=O)N(CCc3ccc(OC)c(OC)c3)C2)cc1OCC (centres undefined)
→ 18%, -1.3%, -24%, -2.3, 16%, 1%, -9%, i, 11%
COc1cccc(C(=O)NCC(=O)OCC(=O)c2ccccc2)c1
→ -3%, 0.4%, -9%, 4.7, -3%, 1%, 11%, i, -10%
CCN(CC)c1cccc(OCC(=O)N2c3ccccc3CC2C)c1 (centres undefined)
→ -28%, 2.5%, 14%, 0.5, -37%, 1%, 6%, i, 15%
COc1ccc(C(=O)Nc2ccc(OCC(=O)N3CCOCC3)cc2)c(OC)c1OC
→ 13%, -0.1%, -4%, -6.6, 7%, 2%, -8%, i, -1%
CN(C)c1ccc(Cl)c(NC(N)=S)c1
→ 15%, 0.6%, -3%, -2.4, -21%, nt, nt, i, nt
COc1cccc(-c2nc(CS(=O)(=O)CC(=O)NC3CCCc4ccccc43)c(C)o2)c1 (centres undefined)
→ ?, 0.6%, 8%, -0.3, -11%, 0%, ?, i, -9%
C=CCOC(=O)N1CCC2CC1c1cc(-c3cccc(C)c3)ccc12 (centres undefined)
→ -35%, 4.9%, 1%, -0.8, -40%, nt, -13%, i, 0%
COc1cc(NC(=O)CCCOc2ccc(Cl)cc2Cl)c(C(=O)O)cc1OC
→ 0%, -0.7%, 11%, 0.2, 16%, 0%, 9%, i, 8%
Cc1ccc(SCC(=O)Nc2ccc(-c3nnc(-c4ccco4)o3)cc2)cc1
→ -10%, 0.0%, 5%, -0.6, -17%, -3%, ?, i, -12%
COC(=O)[C@@]1(C(C)C)N=C(c2cc(OC)c(OC)c(OC)c2)[C@]2(O1)C(=O)Nc1ccccc12
→ nt, 0.1%, -5%, 2.4, nt, nt, nt, i, nt
Cc1nc2ccc(NC(=O)c3ccc(=O)[nH]c3)cc2s1
→ -2%, -1.4%, -5%, 0.1, -7%, 3%, -4%, i, -9%
Cc1ccc(C(=O)OCC(=O)Nc2c(C)nn(-c3ccccc3)c2C)c(O)c1
→ -7%, -0.6%, -5%, -0.1, -37%, nt, nt, i, nt
COc1cccc(CC(=O)NCCCSc2ccccc2)c1
→ 4%, -1.1%, 1%, 0.8, -1%, -1%, -4%, i, 3%
Cc1csc(NC(=O)CSc2nsc(SCC(=O)Nc3nc(C)cs3)c2C#N)n1
→ -42%, ?, 1%, -4.2, -27%, -2%, nt, i, -19%
O=c1[nH]c2ccccc2nc1/C=C(\O)c1cccs1
→ 41%[activator], ?, -16%, 1.7, -43%, -2%, ?, i, -10%
C/C(CC(=O)Nc1cccc(F)c1)=N\NC(=O)c1ccncc1
→ 9%, -0.7%, 1%, -2.5, -4%, 2%, -1%, i, 1%
CC(C)(C)C(=O)COc1ccccc1[N+](=O)[O-]
→ -10%, ?, 4%, -48*, -19%, 2%, -5%, i, 1%
CC(=O)c1ccc(NC(=O)C(C)Sc2n[nH]c(-c3cccnc3)n2)cc1 (centres undefined)
→ 16%, 0.9%, -4%, -2.4, 18%, 1%, 10%, i, -6%
Cc1ccc(C2C(C(=O)c3ccco3)=C(O)C(=O)N2c2nnc(C)s2)cc1 (centres undefined)
→ -3%, -0.8%, 5%, -3.6, -2%, -22%, -4%, i, ?
Cc1ccc(CCN2C(Nc3ccccc3)=NC[C@@H]2C)cc1
→ ?, -0.3%, -3%, 0.4, -9%, -1%, 1%, i, -2%
COc1ccccc1OCCn1c(SCC(=O)O)nc2ccccc21
→ -6%, 4.9%, 3%, -2.0, -4%, -1%, 8%, i, 4%
O=C(Nc1ccccc1C(=O)Nc1ccccc1C(=O)NCc1ccco1)c1ccco1
→ -15%, 9.7%, 7%, -3.0, -20%, -18%, -4%, i, -1%
NC(=O)c1cc(S(=O)(=O)N2CCN(c3cccc(C(F)(F)F)c3)CC2)cs1
→ ?, 1.0%, -16%, nt, -15%, nt, 18%, nt, 7%

Compound activity (PubChem BioAssay)
